Tb PYK inh: qHTS of Trypanosoma Brucei Inhibitors; TbPYK enzyme, Kinase-Glo Plus ATP luminescence, 45 min; Potency, µM (series often up to 76.8 µM), for the others: at the highest dose activity, negative = inhibition, actives largely listed as inhibitors; 410,000 compounds, 0.12% hits; AID 624173, 2012; pyruvate kinase (Trypanosoma brucei), Q57TT1; note: nearly all actives have a fitted effect of over 50% in size
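Readout: single end-point luminescence (Kinase-Glo Plus, 10 min). Reaction conditions were TbPYK/substrate plus 130 uM ADP, 45 min at RT, pH 7.2 TEA buffer. No-enzyme wells served as controls, and data were normalized before concentration-response fitting.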
Pf growth 96h: Primary qHTS for delayed death inhibitors of the malarial parasite plastid, 96 hour incubation; P. falciparum luciferase reporter growth, 96 h; Potency, µM (top dose mostly 28.7 µM), for the others: at the highest dose activity change, negative = inhibition, hits mostly inhibitors; 320,000 compounds, 6.9% hits
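P. falciparum expressing integrated firefly luciferase, in erythrocytes at 2% hematocrit, 0.05% parasitemia, incubated with compounds 96 h at 37 C, 5% CO2. Growth inhibition read as loss of luminescence; two-generation exposure targets delayed-death apicoplast inhibitors.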
Sm TGR block: qHTS Assay for the Inhibitors of Schistosoma Mansoni Peroxiredoxins; Schistosoma mansoni thioredoxin glutathione reductase (TGR), Q962Y6; AID 485364, 2010; Potency, µM (series often up to 114 µM), for the others: at the highest dose activity change, negative = inhibition, actives largely listed as inhibitors; 360,000 compounds, 3% hits; purified TGR, DTNB reduction, TNB absorbance 405 nm; note: nearly all actives have a fitted effect of over 60% in size
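First, TGR (20 nM dispensed) and NADPH were mixed with compound. Second, a 15 min room-temperature incubation followed. Third, further NADPH and then DTNB were added to start the reaction. Finally, TNB absorbance was monitored kinetically.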
Pf growth 48h: Primary qHTS for delayed death inhibitors of the malarial parasite plastid, 48 hour incubation | P. falciparum luciferase growth in erythrocytes, 48 h | Potency, µM (top dose mostly 28.7 µM), inactives show at the top dose activity change, negative = inhibition, most hits filed as inhibitors | 310,000 compounds, 5.9% hits
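Cell-based growth assay: transgenic P. falciparum expressing firefly luciferase, cultured in red cells within RPMI 1640 containing 0.5% w/v Albumax, 24 mM bicarbonate and gentamycin. A drop in luciferase activity indicates inhibition.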
HCV inhibitor: qHTS Assay for Inhibitors of Hepatitis C Virus (HCV) | Huh7.5.1 HCVcc-Cre infection, luciferase reporter, 44 h | Potency, µM (series often up to 41.8 µM), inactives show at the highest dose activity change, negative = inhibition, most hits filed as inhibitors | 340,000 compounds, 3.4% hits | AID 651820, 2012
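A cell-based infection assay in which seeded cells (1,000 per well) receive test compound after 4 h, are inoculated with HCVcc-Cre at approximately 0.5 moi, and are incubated 44 h before luminescence detection.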
LmPK inhibitor: qHTS Assay for Inhibitors of Leishmania Mexicana Pyruvate Kinase (LmPK). purified LmPK, Kinase-Glo ATP luminescence, 1 h. Potency, µM (highest dose often 57.5 µM), without a hit: top-dose activity change, negative = inhibition, most hits filed as inhibitors. 290,000 compounds, 0.37% hits. AID 1721, 2009
Target sequence (Q27686 whole entry, looked up): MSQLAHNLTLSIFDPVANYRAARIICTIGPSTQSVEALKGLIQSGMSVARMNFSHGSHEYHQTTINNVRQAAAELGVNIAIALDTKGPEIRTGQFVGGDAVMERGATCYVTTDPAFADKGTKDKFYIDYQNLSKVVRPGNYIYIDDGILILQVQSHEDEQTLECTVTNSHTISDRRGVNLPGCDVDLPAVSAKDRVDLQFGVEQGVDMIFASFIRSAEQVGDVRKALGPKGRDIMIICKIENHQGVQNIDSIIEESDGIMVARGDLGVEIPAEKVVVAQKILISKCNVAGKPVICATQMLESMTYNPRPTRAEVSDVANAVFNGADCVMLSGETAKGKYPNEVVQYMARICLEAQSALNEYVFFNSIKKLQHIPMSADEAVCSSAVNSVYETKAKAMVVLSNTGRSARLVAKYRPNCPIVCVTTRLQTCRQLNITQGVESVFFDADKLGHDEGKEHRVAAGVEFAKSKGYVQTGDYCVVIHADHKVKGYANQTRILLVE
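ATP generated from ADP (0.1 mM) and PEP (0.5 mM) by 0.1 nM LmPK over 1 h at room temperature (pH 7.2 imidazole buffer) was detected by coupled luciferase luminescence. Values were normalized to uninhibited and no-enzyme wells.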
* hit, by the source's call; i = inactive; ? = inconclusive; / = no result given; [ ] = remark or other dose. Calls come from the whole dose curve; as a rule, active = well fitted curve in the direction sought with a large enough effect; inconclusive = small, poorly fitted or top-dose-only effect, or another doubt; inactive = no such curve, though single readings can be large; an effect the other way counts as inactive or inconclusive. % is set by controls: 0 for no effect and ±100 for the full control effect; potency is the fitted concentration of half-maximal effect. Rows were taken by chance (roughly 16% active in at least one column).

Compound	Tb PYK inh	Pf growth 96h	Sm TGR block	Pf growth 48h	HCV inhibitor	LmPK inhibitor
Cc1ccc(NC(=O)CCc2nnc3ccc(N4CCOCC4)nn23)cc1C	0%	38%[activator]	-3%	?	1%	0%
CCCCCCCCNC(=O)/C(C#N)=C/c1ccc2c(c1)OCCO2	2%	24%	-13%	3%	-22%	3%
CCN1CCN(Cc2ccc(C)cc2C)CC1	5%	?	1%	16%	-3%	1%
O=C(COC(=O)c1n[nH]c2ccccc12)Nc1ccc([N+](=O)[O-])cc1	3%	14%	-1%	0%	28%	6%
Oc1nc(Nc2cccc(Cl)c2)sc1/C=C1\C=Nc2ccccc21	-7%	?	-6%	-11%	-23%	3%
COc1ccc(C(=O)/C=C(\C)NCc2ccc3c(c2)OCO3)cc1	6%	11%	-8%	5%	-16%	1%
CCOC(=O)c1cnc2c(OC)cccc2c1N1CCN(c2ccccn2)CC1	-3%	44%[activator]	15%	13%	?	-4%
CCC(C)c1ccccc1OCCn1ccnc1 (configuration not stated)	35%[activator]	5%	1%	?	17%	-2%
Cc1c(NC2=NC3(CCCCC3)Cc3ccccc32)c(=O)n(C)n1-c1ccccc1	-4%	-14%	-5%	-15%	8%	6%
CCOc1ccc(NC(=O)CCC(=O)NNC(=O)Nc2cccc(Cl)c2)cc1	-1%	-2%	/	10%	-19%	-3%
COc1ccc(S(=O)(=O)N(CCc2ccccc2)CC(N)=O)cc1	6%	?	6%	33%[activator]	4%	5%
CCOC(=O)c1sc(-c2ccccn2)nc1C	1%	228%[activator]	9%	i	19%	2%
Cc1ccc2c(c1)C(O)(CC(=O)c1ccc3c(c1)OCO3)C(=O)N2 (configuration not stated)	-3%	24%	-23%	31%[activator]	12%	10%
CCCN(CC(=O)Nc1ccc(NC(C)=O)cc1)CC(=O)Nc1ccc(F)c(F)c1F	1%	-10%	-1%	7%	-4%	2%
COc1ccc(NC(=O)NC2(C(=O)N3CCOCC3)CCCCC2)cc1	0%	45%[activator]	6%	29%	6%	2%
Cn1c(SCc2ccccc2Cl)nnc1-c1cnccn1	-1%	27%	43%[activator]	54%[activator]	8%	-2%
C=CCSc1nc2sc3c(c2c(=O)n1CC)CCc1ccccc1-3	?	?	5%	0%	?	-2%
CC(C)Cc1ccc(CN2CCCC(NC(=O)c3cccc(-n4cnnc4)c3)C2)cc1 (configuration not stated)	-2%	-22%	5%	13µM*	?	10%
CC1Sc2ccc(S(=O)(=O)N3CCC(C(=O)NCCc4ccccc4)CC3)cc2NC1=O (configuration not stated)	2%	?	5%	12µM*	?	-3%
Cc1ccc(NC(=O)C2CC=CCC2C(=O)N2CCCCC2)cc1 (configuration not stated)	8%	-11%	1%	7%	14%	2%

Record cards, from the list above. Order of screens: Tb PYK inh, Pf growth 96h, Sm TGR block, Pf growth 48h, HCV inhibitor, LmPK inhibitor
COc1ccc(NC(=O)NC2(C(=O)N3CCOCC3)CCCCC2)cc1 as listed: 0%, 45%[activator], 6%, 29%, 6%, 2%
Oc1nc(Nc2cccc(Cl)c2)sc1/C=C1\C=Nc2ccccc21 as listed: -7%, ?, -6%, -11%, -23%, 3%

(next part)
Compound	Tb PYK inh	Pf growth 96h	Sm TGR block	Pf growth 48h	HCV inhibitor	LmPK inhibitor
COc1cc(C(=O)NCC(=O)N/N=C/c2cccnc2)cc(OC)c1OC	3%	-9%	0%	27%	-7%	5%
O=[N+]([O-])c1cccnc1Oc1ccc(C2SCCS2)cc1	-9%	10µM*	13%	4.7µM*	1%	4%
CN(C)S(=O)(=O)n1cc(/C=C(\NC(=O)c2ccccc2F)C(=O)N2CCCC2)c2ccccc21	5%	-1%	5%	?	-22%	0%
CCOCCCNC(=O)Cn1cc2c(n1)CCCC2	1%	25%	-10%	-4%	-7%	-2%
COCC(=O)Oc1c(S(=O)(=O)c2ccc(C)cc2)c(C)nn1-c1ccccc1	-7%	?	-16%	47%[activator]	-7%	1%
Cc1ccc(-c2cn(-c3ccc(OC(F)F)cc3)c3[n+]2CCCCC3)cc1	4%	?	7%	1.3µM*	-6%	4%
C=Cn1c(N2CCOCC2)nc2c1c(=O)[nH]c(=O)n2C	3%	20%	2%	12%	-6%	-1%
CC(/C=N/Nc1nnc2c(n1)[nH]c1ccccc12)=C\c1ccco1	-1%	?	?	/	-1%	-4%
CCOC(=O)C1CCCCN1Cc1cccc(F)c1 (configuration not stated)	4%	18%	-9%	/	14%	-9%
O=C(Nc1ccnn1C1CCN(C(=O)c2cccc(Cl)c2)CC1)C1CC1	-20%	-23%	-5%	-6%	7%	6%
CCOC(=O)C1=NOC(Cn2cc(C(C)=O)c(=O)[nH]c2=O)C1 (configuration not stated)	-6%	16%	3%	39%[activator]	24%	13%
Cn1c(C(=O)N2CCN(Cc3ccc4c(c3)OCO4)CC2)cc2sccc21	-4%	10µM*	-6%	?	?	2%
CCCCNC(=O)CN(c1cc(C(F)(F)F)ccc1Cl)S(C)(=O)=O	-7%	?	6%	21%	5%	1%
CCOc1ccc(Nc2cc3n(c(=O)n2)CCc2cc(OC)c(OC)cc2-3)cc1	1%	?	-2%	?	-10%	-1%
O=C(Nc1ccc(Cl)cc1)N(Cc1cccnc1)Cc1ccco1	2%	?	-3%	-7%	?	1%
Fc1cccc(-c2nnn3c2nc(Cl)c2ccccc23)c1	1%	14%	-11%	44%[activator]	?	-2%[11.5 µM]
CCc1cc2cc(C)ccc2nc1SCC(=O)N1CCN(C(=O)c2ccco2)CC1	1%	?	?	?	?	4%
CC(=O)C1=C(O)C(=O)N(c2ccc(Br)cn2)C1c1ccccc1F (configuration not stated)	0%	80%[activator]	-6%	23%	11%	10%
O=C1CC(Nc2ccc(N3CCOCC3)cc2)C(=O)N1c1ccccc1F (configuration not stated)	-17%	37%[activator]	40µM*	-7%	9%	0%
CC(=O)NNC(=O)CN1C(=O)/C(=C/c2ccccc2)SC1=S	0%	117%[activator]	11%	-14%	8%	-1%
O=C(COc1ccccc1)NCc1nnc2c3ccccc3c(-c3ccccc3)nn12	4%	?	-11%	?	0%	5%
COc1ccc2[nH]c(=O)c(CN(CC3CCCO3)C(=O)Nc3ccccc3)cc2c1 (configuration not stated)	-7%	24%	25%	37%[activator]	?	-2%
O=S(=O)(O)c1nc2ccccc2n1Cc1ccc(Cl)cc1Cl	0%	6%	-24%	11%	2%	0%
Cc1ccc(S(=O)(=O)Nc2ccc(Cl)cc2)cc1NC(=O)Cn1cnc2c1c(=O)n(C)c(=O)n2C	0%	?	-3%	8%	11%	2%
CC(C)(O)C#Cc1ccc(C(=O)N2CCCC2C(=O)O)s1 (configuration not stated)	-1%	/	5%	3%	4%	-1%
COc1ccc(NC2CCCN(C(=O)CCc3cccc(Cl)c3)C2)cc1 (configuration not stated)	-2%	-12%	-27%	8%	-4%	1%
CCOC(=O)c1sc2nc(CC(C)C)c3c(c2c1N)CCC3	2%	26%	10%	26%	4%	-1%
O=S(=O)(Nc1ccc2c(c1)CCC2)c1cccs1	-4%	51%[activator]	13%	51%[activator]	-5%	-2%
CC(c1ccco1)N(C(=O)c1ccccc1NS(=O)(=O)c1cc([N+](=O)[O-])ccc1Cl)c1ccccn1 (configuration not stated)	-3%	?	-26%	13%	13%	6%
COc1ccc(Oc2cc(NN3CCCCC3)c([N+](=O)[O-])cc2[N+](=O)[O-])cc1OC	3%	-8%	0%	-4%	-24%	-2%
COc1ccc(-c2csc3nc(C)nc(N4CCN(C(C)=O)CC4)c23)cc1OC	-3%	5%	-1%	4.1µM*	-1%	2%
O=C(CCNC(=O)c1ccc([N+](=O)[O-])cc1)Nc1ccc(S(=O)(=O)N2CCOCC2)cc1	-8%	?	-3%	?	-15%	/
O=C(O)c1cc(Cl)ccc1NC(=O)C1CCCO1 (configuration not stated)	4%	41%[activator]	0%	7%	24%	1%
Cn1c(=O)cc(OCC(=O)NCc2cccnc2)c2ccccc21	-6%	?	-11%	37%[activator]	16%	-4%
Cn1cc(C(=O)NC2C3CC4CC(C3)CC2C4)cn1 (configuration not stated)	-14%	-16%	-9%	-11%	0%	1%
Cc1ccnc(NC(=O)C2CCCN(S(=O)(=O)c3cnc[nH]3)C2)c1 (configuration not stated)	-5%	?	3%	0%	7%	-3%
CCC1=C(C(=O)OC)C(c2cc(OC)ccc2OC)C(C#N)=C(N)O1 (configuration not stated)	3%	-13%	0%	-7%	-1%	2%
CN1CSC(=S)N(C)C1	-10%	19%	-12%	15%	27%	-1%
CCCC(=O)Nc1ccc(Oc2ccc(NC(=O)CCC)cc2)cc1	6%	2%	2%	15%	13%	-1%
CCCCN1C(=O)CCC(C(=O)O)C1c1ccccc1 (configuration not stated)	-4%	-21%	5%	0%	4%	6%
Cc1ccc2sc(N(CCCN(C)C)C(=O)c3ccc(S(=O)(=O)N(C)Cc4ccccc4)cc3)nc2c1C	-15%	12µM*	-3%	10µM*	3.5µM*	/
COc1cc(C2C(C(=O)Nc3ccc(F)cc3)=C(C)Nc3nc(CCCO)nn32)cc(OC)c1OC (configuration not stated)	-1%	?	0%	/	-12%	19%
COc1ccc(C(=O)Nc2nnc(-c3ccc(F)cc3)s2)c(OC)c1	1%	38%[activator]	15%	32%[activator]	0%	-2%
Nc1ccc2c(c1)Oc1ccccc1C=C2	1%	19%	2%	53%[activator]	-10%	5%
C/C=C/c1ccc(OCC(=O)Nc2cc(Cl)ccc2-n2cncn2)c(OC)c1	1%	12µM*	2%	?	?	/
Cn1c2ccccc2c2cc(/C=C(\NC(=O)c3ccccc3)C(=O)NCC(=O)O)ccc21	-7%	-24%	6%	?	22%	1%
NCCCC(N)CC(=O)NC1CNC(=O)C(C2CC(O)N=C(N)N2)NC(=O)/C(=C/NC(N)=O)NC(=O)C(CO)NC(=O)C(CO)NC1=O (configuration not stated)	3%	7%	/	3%	/	/
O=C(NCCN1CCN(c2ccccc2)CC1)Nc1cccc(Cl)c1	0%	5%	-17%	21%	-12%	5%
O=C(NC1CCCCC1)c1ccccc1NC(=O)C1CC1	4%	25%	4%	29%	4%	4%
CCCCNC(=S)NNC(=O)CCn1cc(C)cn1	6%	0%	0%	2%	13%	-2%

3 entries from above, as labelled records.
> Nc1ccc2c(c1)Oc1ccccc1C=C2
  Tb PYK inh = 1%
  Pf growth 96h = 19%
  Sm TGR block = 2%
  Pf growth 48h = 53%[activator]
  HCV inhibitor = -10%
  LmPK inhibitor = 5%
> C/C=C/c1ccc(OCC(=O)Nc2cc(Cl)ccc2-n2cncn2)c(OC)c1
  Tb PYK inh = 1%
  Pf growth 96h = 12µM*
  Sm TGR block = 2%
  Pf growth 48h = ?
  HCV inhibitor = ?
  LmPK inhibitor = /
> Cn1c2ccccc2c2cc(/C=C(\NC(=O)c3ccccc3)C(=O)NCC(=O)O)ccc21
  Tb PYK inh = -7%
  Pf growth 96h = -24%
  Sm TGR block = 6%
  Pf growth 48h = ?
  HCV inhibitor = 22%
  LmPK inhibitor = 1%

Compound activity from PubChem BioAssay.
